Compound activity from PubChem.
Apoferritin bind: binds horse apoferritin like a general anesthetic. P02791. 0.074% of 350,000 active. apoferritin/1-aminoanthracene competitive binding, fluorescence. Potency, µM (highest dose often 77.5 µM), for the others: top-dose activity change, negative = displacement, usual class: inhibitors; further: potency means the concentration at half of the fitted maximal effect; on the % scale 0 is the no-effect control and ±100 the full control effect; nearly all actives have a fitted effect of over 20% in size
Target sequence (P02791 2-175 limits assumed): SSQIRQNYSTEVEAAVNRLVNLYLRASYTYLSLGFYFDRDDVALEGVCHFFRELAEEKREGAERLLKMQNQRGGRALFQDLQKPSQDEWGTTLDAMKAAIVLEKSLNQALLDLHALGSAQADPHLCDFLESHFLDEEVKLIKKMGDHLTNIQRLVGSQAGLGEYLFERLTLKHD
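In PBS, apoferritin at 10 uM is loaded with 1-AMA from a 50% saturated solution. After 10 min of compound exposure at ambient temperature, reduced 535 nm fluorescence indicates probe displacement.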
RXFP1 antag: antagonists of human relaxin receptor RXFP1 | AID 1259400 | activity change, negative = inhibition, % at 57.5 µM | Q9HBX9 | 0.59% of 350,000 active | HEK293-RXFP1, relaxin-stimulated cAMP HTRF, 30 min; active compounds read low;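 active means activity change of -60% or lower, but not beyond a set lower limit; inconclusive means change between -60% and -40%, or beyond the set limit; inactive means change above -40%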; further: on the % scale 0 is the no-effect control and ±100 the full control effect
Target sequence (Q9HBX9 whole entry, looked up): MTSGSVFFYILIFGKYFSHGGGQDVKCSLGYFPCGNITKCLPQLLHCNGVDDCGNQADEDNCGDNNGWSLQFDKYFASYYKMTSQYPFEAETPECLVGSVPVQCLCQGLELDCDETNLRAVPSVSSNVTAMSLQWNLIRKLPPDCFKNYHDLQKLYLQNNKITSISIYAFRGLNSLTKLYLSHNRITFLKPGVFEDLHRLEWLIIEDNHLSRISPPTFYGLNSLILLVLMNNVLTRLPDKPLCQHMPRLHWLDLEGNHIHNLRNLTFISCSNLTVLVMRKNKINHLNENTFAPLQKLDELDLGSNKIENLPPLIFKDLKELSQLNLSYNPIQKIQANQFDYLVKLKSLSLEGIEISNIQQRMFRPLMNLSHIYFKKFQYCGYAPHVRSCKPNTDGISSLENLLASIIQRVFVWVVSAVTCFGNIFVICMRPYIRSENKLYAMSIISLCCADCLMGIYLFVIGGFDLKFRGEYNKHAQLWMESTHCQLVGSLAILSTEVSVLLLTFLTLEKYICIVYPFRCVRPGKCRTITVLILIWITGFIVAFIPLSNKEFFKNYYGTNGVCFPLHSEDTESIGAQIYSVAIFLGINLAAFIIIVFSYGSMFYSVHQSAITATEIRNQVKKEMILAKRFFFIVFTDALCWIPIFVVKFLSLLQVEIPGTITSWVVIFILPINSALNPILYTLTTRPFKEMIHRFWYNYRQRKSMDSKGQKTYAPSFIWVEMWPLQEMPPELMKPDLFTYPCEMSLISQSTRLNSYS
Pol kappa inh: blocks human DNA polymerase kappa activity; 0.53% of 400,000 active; Potency, µM (highest dose often 107 µM), for inactives: top-dose activity, negative = inhibition, hits mostly inhibitors; purified Pol kappa, fluorescent DNA synthesis assay, 10 min; further: potency means the concentration at half of the fitted maximal effect; on the % scale 0 is the no-effect control and ±100 the full control effect
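Activity was followed as the change in fluorescence between reads at 0 and 10 min after starting the reaction with 50 nM substrate. Beforehand, 10 nM polymerase had been preincubated with compound for 15 min at room temperature.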
Tb PGK inh: inhibitors of T. brucei phosphoglycerate kinase; AID 602233; P07378; PGK/GAPDH coupled, Kinase-Glo luminescence, 60 min; Potency, µM (highest dose often 57.5 µM), inactives show at the highest dose activity change, negative = inhibition, usual class: inhibitors; 0.043% of 380,000 active; further: potency means the concentration at half of the fitted maximal effect; on the % scale 0 is the no-effect control and ±100 the full control effect; nearly all actives have a fitted effect of over 60% in size
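Recombinant glycosomal PGK reaction used 1,3-bisphosphoglycerate generated in-well by GAPDH (100nM final) in 100mM TEA pH 7.6, 5mM MgCl2, 0.01% Tween-20. After 60 minutes at room temperature, ATP was read by Kinase-Glo Plus luminescence end-point.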
BLM helicase inh: Bloom syndrome helicase (human) inhibition. Potency, µM (titrated, usually from 56.1 µM), for inactives: at the top dose activity change, negative = inhibition, usual class: inhibitors. recombinant BLM DNA unwinding, fluorescence dequenching. P54132. 0.2% of 350,000 active. AID 2528;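 further: potency means the concentration at half of the fitted maximal effect; plate controls were vehicle for no effect and no enzyme for full effect; nearly all actives have a fitted effect of over 35% in size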
APE1 inh: blocks human APE1 abasic DNA cleavage | recombinant APE1, TAMRA/BHQ-2 abasic DNA cleavage fluorescence | Potency, µM (top dose mostly 65.8 µM), for inactives: at the highest dose activity change, negative = inhibition, usual class: inhibitors | 0.35% of 350,000 active | AID 2517;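 further: potency means the concentration at half of the fitted maximal effect; plate controls were vehicle for no effect and reference inhibitor for full effect; nearly all actives have a fitted effect of over 55% in size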
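Substrate: short duplex with […] THF abasic site, 5'-TAMRA and 3'-BHQ-2, 50 nM final. APE1 at 0.75 nM, preincubated 15 min RT with compound. Fluorescence increase from first to third read measured activity.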
POLI inh: DNA polymerase iota (human) inhibition | Potency, µM (top dose mostly 115 µM), inactives show top-dose activity, negative = inhibition, usual class: inhibitors | 1% of 390,000 active | AID 588590 | Pol iota fluorescent replication assay, 10 min | Q9UNA4; further: potency means the concentration at half of the fitted maximal effect
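Pol iota at 10 nM preincubated 15 min with compounds at room temperature; reaction started with fluorescent substrate, 50 nM final. Fluorescence read kinetically at 0 and 10 min; buffer-only wells as negative control.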
POLB inh: blocks human DNA polymerase beta activity. P06746. Pol beta primer extension/strand displacement, fluorescence kinetic. Potency, µM (series often up to 114 µM), for inactives: top-dose activity change, negative = inhibition, most hits filed as inhibitors. 1.3% of 340,000 active. AID 485314; further: potency means the concentration at half of the fitted maximal effect; on the % scale 0 is the no-effect control and ±100 the full control effect
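Pol beta (10 nM) and compounds were preincubated 15 min at room temperature, then 50 nM substrate (final) started primer extension/strand displacement. Reads were taken at 0 and 10 min; concentration-response data were fitted to a four-parameter Hill equation.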
Pol eta inh: DNA polymerase eta (human) inhibition. recombinant Pol eta, fluorescent DNA replication assay. Potency, µM (series often up to 114 µM), for inactives: top-dose activity change, negative = inhibition, most hits filed as inhibitors. 1.2% of 390,000 active; further: potency means the concentration at half of the fitted maximal effect; on the % scale 0 is the no-effect control and ±100 the full control effect
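Pol eta (10 nM) was preincubated with compounds for 15 min at room temperature, after which fluorescent replication substrate (50 nM final) was added to start the reaction. Fluorescence was read kinetically at 0 and 10 min.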
* marks the source's active call; other numbers are inactive results; i = inactive; ? = inconclusive; . = not tested or not shown; [ ] = dose if it differs, or a comment. Unless noted, the call rests on the fitted dose curve; in most records, active means well fitted curve in the direction sought with a large enough effect; inconclusive means small, poorly fitted or top-dose-only effect, or another doubt; inactive means no such curve, though single readings can be large; an effect the other way counts as inactive or inconclusive. This is a subset; rates above refer to the full screens.

Apoferritin bind | RXFP1 antag | Pol kappa inh | Tb PGK inh | BLM helicase inh | APE1 inh | POLI inh | POLB inh | Pol eta inh | Molecule
-19% | ? | -13% | -3% | 2% | -11% | 21% | 3% | -18% | Cc1cccc2c(=O)c(-c3ccc(Cl)cc3)c(NC(=O)c3ccco3)oc12
-15% | -2 | 13% | i | -10% | 9% | 43%[activator] | 2% | -8% | CC(=O)c1cc2c(cc1NS(=O)(=O)c1ccccc1F)OCO2
-6% | -10 | -11% | -3% | -2% | 1% | 18% | 16% | -11% | O=C(Nc1cccc(S(=O)(=O)N2CCOCC2)c1)c1ccco1
-3% | -1 | -12% | -5% | -3% | 0% | ? | 3% | -9% | C[C@@H]1CN(C(=O)c2nc3ccc(Cl)cn3c2CN[C@H]2CCCCNC2=O)C[C@H](C)O1
? | 0 | -22% | 3% | 6% | 0% | 10% | 1% | -19% | O=C(c1cccs1)n1cc(C(=S)N2CCOCC2)c2ccccc21
-1% | ? | -8% | -7% | -5% | 13% | 132%[activator] | 7% | -25% | CC1(C)C(C=C(Cl)Cl)C1C(=O)N(Cc1ccc(Cl)cc1)C1CCS(=O)(=O)C1 (stereo not given)
-4% | 18 | 0% | -3% | -1% | 1% | -26% | 12% | 4% | N#Cc1c(NC(=O)COC(=O)c2ccc(F)cc2)sc2c1CCC2
4% | 0 | -11% | -2% | 2% | 0% | -7% | 10% | -10% | Nc1nonc1NC(=O)NN=C1CCCCC1
0% | 2 | -11% | -6% | -3% | -3% | 89µM* | -4% | -3% | CN(C)c1ccc(C=Nc2ccccc2C(N)=O)cc1
-11% | -15 | -5% | 4% | -1% | -3% | -4% | 15% | 1% | COc1ccccc1CNC(=O)C1(NC(=O)Nc2ccc(C)cc2)CCCCC1
5% | -2 | -12% | -1% | 4% | -9% | 31%[activator] | 2% | -8% | O=C(c1ccco1)N1CCN(Cc2nnc(-c3cccc(Cl)c3)o2)CC1
-16% | ? | 5% | i | -15% | 6% | 31% | 8% | -18% | CC(C)c1ccc(NC(=O)CSc2n[nH]c(=O)n2-c2ccc3c(c2)OCCO3)cc1
-2% | -3 | -6% | 0% | -4% | -3% | 50%[activator] | ? | ? | CC1(C2CC(C(F)(F)F)n3nc(C(=O)O)cc3N2)CC1 (stereo not given)
-15% | -2 | -7% | 4% | 0% | -1% | -2% | 1% | -8% | Cc1cccc(NC(=O)c2ccoc2C)n1
-10% | -11 | -5% | -7% | 2% | 3% | 2% | 18% | -3% | CCCC(=O)Nc1ccc(C(=O)NCC2CCCO2)cc1 (stereo not given)
-22% | . | -8% | -4% | -5% | 1% | 6% | 21% | -1% | Cc1ccc2nc(SCc3nc4c(cnn4-c4ccccc4)c(=O)[nH]3)[nH]c2c1
-9% | -1 | -13% | 1% | -13% | -21% | 6% | 2% | -5% | COc1ccc(-n2c(SCC(=O)Nc3cc(C)on3)nc3c([nH]c4ccccc43)c2=O)cc1OC
-16% | 7 | -6% | -1% | 3% | -6% | 9% | 7% | -3% | Cc1ccc(N(CC(=O)NC(C)(C)C)C(=O)CNC(=O)c2cccs2)c(C)c1
8% | -13 | -5% | 1% | -9% | . | 3% | 32% | -10% | Cc1ccc(Nc2nc3c(S(=O)(=O)c4ccccc4)nnn3c3ccsc23)c(C)c1
. | -21 | 12% | 2% | . | -2% | 33%[activator] | . | -4% | O=C(CCN=C1NS(=O)(=O)c2ccccc21)OCC(=O)c1ccc(F)c(F)c1
-4% | . | -5% | -3% | -8% | . | 2% | 9% | -3% | Cc1ccccc1-c1nc(CN2CCCC(C(=O)NCc3ccc(Cl)cc3)C2)c(C)o1 (stereo not given)
0% | 2 | -4% | -7% | -11% | 10% | 10% | -13% | -3% | COc1ccc(/C(N)=N/OC(=O)Cc2ccccc2OC)cc1
-20% | -10 | -7% | -3% | -6% | 8% | -12% | 21% | -16% | CCc1ccc(/C(C)=N/Nc2cc(Cl)nc(C)n2)cc1
2% | -7 | -10% | i | ? | ? | . | 20µM* | 2% | CNc1ccc(Br)cc(C(=O)/C=C/c2cccc(OC)c2OC)c1=O
-3% | -6 | -6% | -4% | -1% | -2% | -1% | -24% | -8% | O=C(OCC(=O)c1cccs1)C1=COCCO1
1% | -21 | -3% | i | 1% | . | 35%[activator] | 12% | -10% | COc1cc(C2c3c(-c4ccccc4O)n[nH]c3C(=O)N2Cc2ccncc2)ccc1O (stereo not given)
-1% | 9 | -3% | -8% | -3% | 14% | 38% | -4% | -18% | O=C(NC1CCCCC1)c1ccc2[nH]c(=O)c(=O)[nH]c2c1
-22% | -14 | -8% | 14% | -4% | -4% | -22% | -1% | 1% | CC(C)n1c(O)c(/C=C2\C=NN=C2c2ccccc2)sc1=S
12% | -19 | -8% | 0% | -1% | 5% | 8% | -6% | -9% | CCOCCCNC(=O)c1cc2c(s1)-c1ccccc1SC2
6% | . | . | . | -4% | 0% | . | 19% | . | CCCNC(=O)OC[C@H]1O[C@H](CCO/N=C/c2ccc(C(=O)N3[C@H](c4ccc(C)cc4)[C@@H](C)CC[C@H]3C(=O)OC)cc2)C=C[C@@H]1Oc1ccc(OC)cc1
? | -11 | -10% | -1% | 1% | -1% | 5% | -9% | -4% | N#CCN1CCN(CCC(=O)Nc2ccc(OCc3ccccc3)cc2)CC1
? | -14 | 0% | -8% | -4% | -8% | 30%[activator] | ? | -13% | O=C(Nc1ccncc1)OCc1ccccc1

Another view of some results above.
compound,Apoferritin bind,RXFP1 antag,Pol kappa inh,Tb PGK inh,BLM helicase inh,APE1 inh,POLI inh,POLB inh,Pol eta inh
N#CCN1CCN(CCC(=O)Nc2ccc(OCc3ccccc3)cc2)CC1,?,-11,-10%,-1%,1%,-1%,5%,-9%,-4%
O=C(OCC(=O)c1cccs1)C1=COCCO1,-3%,-6,-6%,-4%,-1%,-2%,-1%,-24%,-8%
CC(C)n1c(O)c(/C=C2\C=NN=C2c2ccccc2)sc1=S,-22%,-14,-8%,14%,-4%,-4%,-22%,-1%,1%

The listing continues.
Apoferritin bind | RXFP1 antag | Pol kappa inh | Tb PGK inh | BLM helicase inh | APE1 inh | POLI inh | POLB inh | Pol eta inh | Molecule
46%[activator] | -8 | -9% | 4% | -7% | -18% | 9% | 6% | -16% | Cc1ccc(N2CCN(S(=O)(=O)c3ccc(Cl)s3)CC2C)cc1 (stereo not given)
-5% | 3 | -2% | 9% | 5% | 0% | 9% | -1% | -14% | COc1ccc(CCn2c(SCCN3CCCCC3)nc3ccccc3c2=O)cc1OC
-3% | -15 | 18% | i | 2% | . | 24% | 6% | -18% | CCCCc1cc(=O)oc2cc(C)c3c(C)coc3c12
? | . | . | . | -4% | -2% | . | 2% | . | COC(=O)c1[nH]c2cccc(OC)c2c1NC(=O)CCN1CCN(c2cccc(Cl)c2)CC1
-23% | -6 | -7% | 4% | 0% | 4% | 14% | -4% | -18% | CC1(C)CC2CC(C)(CN2Cc2cccc([N+](=O)[O-])c2)C1 (stereo not given)
? | . | 1% | -9% | -9% | 20% | -5% | 10% | 2% | COc1ccc(CNC(=O)C23CN(Cc4ccccc4)CC2C(c2ccc([N+](=O)[O-])cc2)=NO3)cc1 (stereo not given)
-12% | 2 | -17% | -3% | -3% | -3% | 8% | 9% | 5% | Cc1cccc(-c2nnc(SCC#N)n2-c2cccc(Cl)c2)c1
. | -32 | 35µM* | -24% | . | -14% | 10µM* | . | 3.2µM* | O=c1cc(-c2ccc(O)c(O)c2)oc2c1ccc1ccccc12
? | 1 | -11% | -13% | -8% | -11% | -14% | 14% | -20% | Cc1ccc(S(=O)(=O)N/N=C/c2ccc(OS(=O)(=O)c3ccc(C)c([N+](=O)[O-])c3)cc2)cc1
. | -7 | -7% | -2% | . | 16% | 1% | . | -9% | CCOc1ccc(C(=O)COC(=O)C2COc3ccccc3O2)cc1 (stereo not given)
-3% | 1 | -13% | 2% | -5% | 13% | 134%[activator] | 86% | -13% | Cc1ccc(N(CC(=O)NC2CCCCC2)C(=O)CCC(=O)Nc2nccs2)cc1
-16% | 7 | -2% | -2% | -3% | 2% | ? | 10% | -4% | CC(C)Oc1ccc(NC(=O)Oc2ccccc2)cc1
-3% | . | 2% | -9% | 0% | . | 5% | 6% | -6% | COc1cc(C(CC(=O)NCCC(C)C)N2Cc3ccccc3C2=O)cc(OC)c1OC (stereo not given)
-1% | 6 | -18% | . | 1% | -17% | -11% | -4% | -13% | COc1cc2c(cc1OC)-c1cc(Nc3ccc(C)cc3)nc(=O)n1CC2
-23% | . | 1% | 3% | -1% | -3% | 13% | 12% | -4% | COc1ccc(C2CCCN2C(=O)Nc2ccc(Cl)cc2)cc1OC (stereo not given)
? | . | -11% | -7% | -4% | . | 5% | 3% | -13% | Cc1ccc(C)c(N2CCN(C(=O)CCS(=O)(=O)c3ccc4c(c3)CC(=O)N4C)CC2)c1
? | 7 | -3% | 1% | -3% | -14% | 12% | 37% | -13% | Cc1ccc2c(cnn2C(=O)CCC(=O)NCc2cccc(Br)c2)c1
. | . | 50µM* | -7% | . | 12µM* | 13µM* | . | ? | CC(=O)Nc1sc2c(c1-c1nc3ccccc3s1)CN(C(C)C)CC2
-4% | -2 | 14% | -2% | 37%[activator] | 6% | 20% | 19% | -1% | COCC(=O)N(CCN(C)C)Cc1cc2cc3c(cc2nc1Cl)OCO3
-12% | -8 | -13% | 6% | 1% | -2% | 8% | 5% | -10% | CCCN(C(=O)Cc1nc(N)n[nH]1)C1(C(=O)Nc2ccccc2C)CCCCC1
-15% | 5 | -8% | -9% | -8% | 6% | -19% | 20% | 2% | COc1cc(CCC(=O)Nc2c(C(=O)N3CCN(c4ccccc4)CC3)oc3ccccc23)on1
-1% | 3 | 0% | -10% | 1% | -9% | 13% | 11% | -5% | CCOC(=O)CSc1nc2cccnc2n1C
-7% | 1 | -7% | -1% | 4% | 5% | -11% | -2% | 4% | CCOC(=O)N1CCN(C(=O)CSc2nc3c(cnn3-c3ccccc3)c(=O)[nH]2)CC1
. | . | -14% | -1% | . | . | -2% | . | 1% | C=C1CC[C@@H]2[C@](C)(CO)[C@H](O)CC[C@@]2(C)[C@@H]1C/C=C1/C(=O)OCC1O (stereo not given in full)
